Assay outcomes from PubChem BioAssay.
NPYLR7 agonist: mosquito NPYLR7 agonism; HEK293T NPYLR7/Galpha15, GCaMP6s calcium fluorescence; activation, % at 10 µM; 0.15% of 270,000 active; AID 1259423; in the data active = activation above about 40%;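 also: 0% = vehicle and 100% = reference agonist at the receptor; some compounds past the cut are filed as inactive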
hcGAS lum: human cGAS inhibition; Q8N884; recombinant h-cGAS, ATP depletion, Kinase-Glo luminescence; inhibition, % at 12.5 µM; 0.081% of 290,000 active; AID 1259398;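 also: 0% = vehicle reaction and 100% = reaction without DNA for no activity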
Target sequence (Q8N884 whole entry, looked up): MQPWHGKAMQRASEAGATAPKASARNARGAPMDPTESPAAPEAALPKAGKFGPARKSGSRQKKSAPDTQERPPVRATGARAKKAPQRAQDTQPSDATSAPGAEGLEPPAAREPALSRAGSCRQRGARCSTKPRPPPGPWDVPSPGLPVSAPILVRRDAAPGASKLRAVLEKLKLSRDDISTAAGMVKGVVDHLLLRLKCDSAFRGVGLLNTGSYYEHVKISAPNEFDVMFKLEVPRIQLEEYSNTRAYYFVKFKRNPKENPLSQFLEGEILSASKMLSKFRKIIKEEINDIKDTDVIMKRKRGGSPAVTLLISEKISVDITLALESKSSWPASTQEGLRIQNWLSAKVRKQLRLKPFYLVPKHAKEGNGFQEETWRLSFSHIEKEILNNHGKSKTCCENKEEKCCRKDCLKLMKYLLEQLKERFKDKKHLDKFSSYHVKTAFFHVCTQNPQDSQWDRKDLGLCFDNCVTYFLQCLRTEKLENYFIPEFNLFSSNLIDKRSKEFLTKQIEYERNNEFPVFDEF
mcGAS lum: mouse cGAS inhibition by luminescence | inhibition, % at 12.5 µM | AID 1259399 | Q8C6L5 | recombinant cGAS, Kinase-Glo ATP depletion luminescence | 0.15% of 160,000 active;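 also: 0% = negative control wells and 100% = reference inhibitor with no enzyme activity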
Numbers without * were called inactive; · = no result given; & = joins results of further samples. Rule as the data show it, unless noted: active = inhibition above about 40%; inactive = the rest.

SMILES	NPYLR7 agonist	hcGAS lum	mcGAS lum
Cc1cc(C)cc(NC(=O)c2c[nH]c3c(c(C)nn3-c3ccccc3)c2=O)c1	5	-10	-9
CNC(=O)Cn1c2c(c3ccccc31)C[C@H]1C[C@@H]2[C@@H](OC)CN1C(=O)N1CCOCC1	28	-3	-7
OCC1(Cc2ccc(Cl)cc2)CCN(c2ncccc2F)CC1	30	-5	-10
O=C(Cc1c[nH]c2ccccc12)NC1CCCN(CCCc2ccccc2)C1 (stereo not drawn)	-10	6	-1
CCc1nc2ccc(C(=O)Nc3cccc(NS(C)(=O)=O)c3)cn2c1N(C)C(=O)c1ccncc1	15	-5	-4
CC(NC(=O)c1cn(C)nc1-c1cccnc1)C12CC3CC(CC(C3)C1)C2 (stereo not drawn)	-2	-10	·
COc1ccc(F)c(-c2cnc(N)nc2)c1	0	1	·
CCc1nc2ccc(C(=O)Nc3ccc(OC)c(OC)c3)cn2c1N(C)Cc1cc2ccccc2s1	16	-5	-4
Brc1cnc(NCn2nnc3ccccc32)c(Br)c1	-2	-6	·
CCS(=O)(=O)c1ccc(C(=O)N=c2sc3cccc(Cl)c3n2C)cc1	-7	-3	8
CCN1CC(Nc2nc(-c3ccncc3)nc3c2CNC3)CC1=O (stereo not drawn)	9	-5	·
FC(F)Oc1ccc(NC(=S)Nc2ccc3cn[nH]c3c2)cc1	-6	-6	·
CCOc1ccc(-c2ccc(=O)n(CC(=O)NCc3ccc(Cl)cc3)n2)cc1	10	-11	·
Cc1noc2ncc(NC(=O)CSC(F)(F)F)cc12	-24&-2	-9&4	-1
CC(C)N(Cc1cnn(C)c1)C(=O)/C=C/c1ccccc1	-2	2	·

The closing seven records of the section above are carried over, then new ones follow.
SMILES	NPYLR7 agonist	hcGAS lum	mcGAS lum
Brc1cnc(NCn2nnc3ccccc32)c(Br)c1	-2	-6	·
CCS(=O)(=O)c1ccc(C(=O)N=c2sc3cccc(Cl)c3n2C)cc1	-7	-3	8
CCN1CC(Nc2nc(-c3ccncc3)nc3c2CNC3)CC1=O (stereo not drawn)	9	-5	·
FC(F)Oc1ccc(NC(=S)Nc2ccc3cn[nH]c3c2)cc1	-6	-6	·
CCOc1ccc(-c2ccc(=O)n(CC(=O)NCc3ccc(Cl)cc3)n2)cc1	10	-11	·
Cc1noc2ncc(NC(=O)CSC(F)(F)F)cc12	-24&-2	-9&4	-1
CC(C)N(Cc1cnn(C)c1)C(=O)/C=C/c1ccccc1	-2	2	·
O=C(Nc1nc2ccccc2s1)NC1CCN2CCCCC12 (stereo not drawn)	2	-4	·
CON(C)S(=O)(=O)c1ccc(C(=O)NCCc2ccccc2C)cc1	1	14	·
COc1cc(C(=O)N2CCN(C(=O)CCC3CCCC3)CC2)cc(OC)c1OC	4	-6	-6
O=C(Nc1ccccc1C(F)(F)F)c1cc2nc(-c3ccc(F)cc3)cc(C(F)(F)F)n2n1	-8	-5	-6
Cc1nc(C)c(Cc2ccccc2F)c(N2CCN(C(=O)c3ccccc3Cl)CC2)n1	4	-7	-7
O=C(Nc1cccc(-c2cccc(Cl)c2)c1)C1CCN(C2CCOCC2)CC1	-4	-5	-3
C=C(Br)CN1CCCC(C(=O)NCC(F)(F)F)C1 (stereo not drawn)	3	-11	·
CCOC(=O)N1CCC(N(C)C2CCCN(CCCc3ccccc3)C2)CC1 (stereo not drawn)	9	-7	·
O=C(Cn1c(SCCOc2ccc(Cl)cc2)nc2ccccc21)N1CCOCC1	1	-4	-8
C=CCN1C(=O)NC(c2cc(OC)cc(OC)c2)C2=C1CN(Cc1cccnc1)C2=O (stereo not drawn)	-5	-9	-6
CCn1nc(CC(C)C)cc1C(=O)N1CCn2cncc2C1	-3	-7	·
COc1ccc(S(=O)(=O)Oc2ccc(CN(Cc3ccc(F)cc3)C(=O)c3ccccc3Cl)cc2)cc1	-3	10	0
CCn1cnc(S(=O)(=O)N2CCC(C(=O)NC3CCC(C)CC3)CC2)c1 (stereo not drawn)	·	-11	-5
O=C(NCc1cccnc1)c1ccc2sc([C@H]3C[C@H](O)[C@@H](CO)O3)nc2c1	4	-3	-2
O=C(CNS(=O)(=O)c1cc(F)c(F)cc1F)Nc1cccnc1	0	-5	·
CC(C)(C)c1ccc2oc(=O)n(C3CCN(C(=O)c4ccnc(Cl)c4)CC3)c2c1	23	-1	-7
COc1cccc(-c2ccc3nnc(-c4cccc(OC(F)(F)F)c4)n3c2)c1	13	-1	-5
Cc1ccc(S(=O)(=O)N2CCCCC2C(N)=O)cc1C (stereo not drawn)	1	3	·
COCCn1c(=O)c2c(nc3n(C4CCCC4)c(C)cn23)n(C)c1=O	-6	-5	·
Cn1ncc(Cl)c1C(=O)NCc1ccc2[nH]c3c(c2c1)CCCCC3	1	-4	-13
O=C1CN(C(=O)CNc2cc3c(cc2Cl)OCCO3)CCN1	-6	-15	·
CCc1[nH]c2ccc(CNC(=O)[C@@H]3CCCN3C(C)=O)cc2c1C	0	-5	-13
Cc1cn([C@H]2C[C@@H](N=[N+]=[N-])[C@@H](CO)O2)c(=O)[nH]c1=O	6	-8	-5
N#Cc1ccsc1NC(=O)Cc1cc(Cl)c2c(c1)OCCCO2	5	1	-3
COC(=O)CN1CCC(NC2CCCNC2)CC1 (stereo not drawn)	21	-2	·
COCCN(CC(=O)N(CCc1c[nH]c2ccccc12)Cc1ccc(F)cc1)C(=O)c1cccc(Cl)c1	23	-5	-4
CC1C(=O)N(c2ccc(F)cc2F)CCN1C(=O)c1cccc(F)c1 (stereo not drawn)	-1	-4	72*
O=C1CCCCN1CCc1nc(C2(c3ccc(F)cc3)CCOC2)no1 (stereo not drawn)	3	-1	-10
Cn1ccc(NC(=O)CN2CCCC3(CC2)CNC(=O)O3)n1 (stereo not drawn)	9	-9	·
CC(C)(C)c1ccc(S(=O)(=O)NC(=O)C2(C)CCN2C(=O)C2(c3ccc(Cl)cc3)CCC2)cc1 (stereo not drawn)	-1	-7	·

Record cards, from the list above:
Results for CCc1[nH]c2ccc(CNC(=O)[C@@H]3CCCN3C(C)=O)cc2c1C → NPYLR7 agonist: 0; hcGAS lum: -5; mcGAS lum: -13
Results for O=C1CCCCN1CCc1nc(C2(c3ccc(F)cc3)CCOC2)no1 (stereo not drawn) → NPYLR7 agonist: 3; hcGAS lum: -1; mcGAS lum: -10

Following part.
SMILES	NPYLR7 agonist	hcGAS lum	mcGAS lum
COc1ccc(Cn2nc(C(=O)NC3CCCC3)c3c2CCN(Cc2ccc4c(c2)CCO4)C3)cc1	17	-14	-7
Cc1nc(CN2CC(OCc3ccncc3)CN(Cc3ccc4c(c3)CCO4)CC2=O)cs1 (stereo not drawn)	18	-27	-8
CC(C)COc1nc(-c2ccccc2F)n(-c2ccc(NC(=O)COCc3ccccc3)cc2)n1	13	-4	-5
N#Cc1cc(-c2ccccc2)sc1NC(=O)Cn1cc(C2CC2)nn1	3	-8	·
COc1cc(C(C)=O)ccc1Oc1cnccn1	0	-4	·
C=c1cc(C)n(CC(=O)Nc2cc(OC)ccc2OC)c(=O)c1=C1N=C(c2ccc(OC)cc2)NO1	-2	-4	-8
CN1CCN(c2cc(=O)n(-c3ccc(Cl)cc3)c(=O)[nH]2)CC1	8	-5	·
Cn1cc(NC(=O)N(CCO)CCO)c2ccccc21	3	-8	-10
Cc1ccc(CCC(=O)OCc2nc(N)nc(N)n2)cc1Cl	3	-5	·
CCc1ccc(C(C2Sc3nc(CC)nn3C2=O)N2CCN(C(=O)c3ccco3)CC2)cc1 (stereo not drawn)	-4	-3	-6
CCc1c(C)nc(-n2nc(C)cc2C)n(CC(=O)Nc2ccc(OC)c(OC)c2)c1=O	2	-2	-7
Cc1ccc(-c2noc(CCN(Cc3ccccc3)CC(O)Cc3ccccc3)n2)cc1Cl (stereo not drawn)	28	-8	-9
CCCCCCN(C(=O)c1ccccc1Cl)C(CC)c1nc2ccccc2c(=O)n1-c1ccc(OC)cc1 (stereo not drawn)	·	-13	-6
O=c1c2cnc3ncnn3c2ccn1-c1ccc(O)cc1	3	-9	·
CCN(CC)S(=O)(=O)c1ccc2oc3c(c(=O)c2c1)c(=O)n(C)c(=O)n3C	14	-3	·
Cc1nn(C)c(C)c1CNC(c1ccc2c(c1)OCCO2)C(C)C (stereo not drawn)	9	-2	-3
Nc1cc(-c2cccc(Cl)c2)nn1-c1ccc(C(=O)N2CCCCC2)cc1	-6	-3	-4
O=C(CC(NCCO)C(=O)O)Nc1cccc2ccccc12 (stereo not drawn)	6	-4	·
Nc1nc(CCC(=O)N2CCOC(CC3CCCCC3)C2)cs1 (stereo not drawn)	-6	-2	-7
CCn1c(SCC(=O)Nc2ccc(C(=O)OC)cc2)nnc1-c1cccn(C)c1=O	2	-12	·
COc1ccc(OC)c(C(C)NC(=O)CCC(=O)c2ccc(F)cc2F)c1 (stereo not drawn)	0	-12	·
COC(F)(C(=O)Nc1ccc(C)c(Br)c1)C(F)(F)F (stereo not drawn)	6	-2	·
O=C(CCl)NCC1(c2ccc3c(c2)OCCO3)CCCC1	-8	-2	·
COc1ccc(-n2c(SCC(=O)N3CCN(C(=O)c4cc(OC)cc(OC)c4)C(C)C3)nnc2-c2ccc(C)cc2)cc1 (stereo not drawn)	20	-7	-5
C=CCN(CC=C)C(=O)CN1CCN(S(=O)(=O)N2CCCC2)CC1	20	-6	·
COc1cccc(C(CN2CCN(C(=O)CC(C)(C)C)CC2)OCc2ccc(C)cc2)c1 (stereo not drawn)	·	-6	-7
CCCNC(=O)N1CCN(c2ccc(Cl)cc2Cl)C(=O)C1C (stereo not drawn)	0	-5	-5
CCC(C(=O)N1CCC2(CC1)NC(C(=O)NCCc1ccc(Cl)cc1Cl)CS2)c1ccccc1 (stereo not drawn)	-5	-1	-4
CCOC(=O)Cn1c(C2CC(=O)N(c3cccc(C)c3)C2)nc2ccccc21 (stereo not drawn)	3	-9	-6
CN(Cc1nc2ccccc2[nH]1)C(=O)c1cccc(OC2CCN(CC(C)(C)C)CC2)c1	11&2	-6&-9	-9
Cn1cc(CCN2Cc3cnc(C(=O)N4CCNC(=O)CC4)cc3C2)c2ccccc21	21	-5	·
COc1cc(-c2cnc(N)c(C)c2)cc(OC)c1OC	·	-6	-15
COC(=O)C(C)(Cc1ccccc1)NC(=O)c1ccc(-n2nc(-c3ccc(Cl)c(Cl)c3)cc2N)cc1 (stereo not drawn)	30	-4	-4
O=C1CCC(=O)N1CO	-6	-3	·
CN1CCN(C(=O)Cn2c(-c3ccoc3)nc(-c3ccccc3)c2-c2ccccc2)CC1	13	0	·
Cc1cc(=O)n(-c2ccc3c(S(=O)(=O)O)cc(S(=O)(=O)O)cc3c2)[nH]1	-8	-1	6
O=C(O)CN1C(=O)C2C3C=CC(C4CC34)C2C1=O (stereo not drawn)	0	-5	·
O=C(CCOCC(F)(F)F)NC/C=C/c1ccccc1	-7	-7	·
O=C(Cc1ccsc1)N1CCC(n2c(Cc3ccccc3)nc3ccccc32)CC1	5	-4	-9
c1ccc(CCCC2CN(C3CCN(Cc4ccco4)CC3)CCO2)cc1 (stereo not drawn)	17	-10	·
COc1cccc(C(=O)Nc2ccc(-n3nc(OC)nc3-c3ccc(C)cc3)cc2)c1	42	-3	-6
O=C1C(=O)N(CCN2CCOCC2)C(c2ccc(Cl)cc2)C1=C(O)c1ccccc1 (stereo not drawn)	0	4	-1
COc1ccc(CN(C(=O)Nc2cccc(Br)c2)C(C)C)cc1OS(C)(=O)=O	3	-7	-6
CN(CC1CC(c2ccc(F)cc2)=NO1)C(=O)c1cccs1 (stereo not drawn)	·	-7	-10
CCCCC(C(N)=O)N1CCC(Oc2ccccn2)C1 (stereo not drawn)	3	-2	·
FC(F)(F)c1cnc(-n2nnc3ccccc32)c(Cl)c1	1&2	-7&-6	·
Cc1ccc(C)c(-c2csc(NC(=O)c3ccc(=O)n(C)n3)n2)c1	-3	-10	1
O=C(COc1ccc(-c2ccccc2)cc1)N1CCN(C(=O)C2CC2)CC1	2	5	-1
CCOc1ccc(C(c2c(O)cc(C)n(CC)c2=O)c2c(O)cc(C)n(CC)c2=O)cc1	4	-7	-9
CN1CCOC(CNC(=O)CCCCc2ccc(Br)cc2)C1 (stereo not drawn)	1	-3	-5
O=C(Nc1ccc2nc(C3CC3)sc2c1)C(=O)NC1CCCCCCC1	-1	-6	·
CCN(CC)CCCC(C)NC(=O)c1cc(-c2ccccc2F)nc2cc(C(C)(C)C)nn12 (stereo not drawn)	11	-5	-7
O=C(N/N=C\c1ccco1)c1cc(-c2cc(Cl)cc(Cl)c2)n[nH]1	1	0	-5
COc1ccc(S(=O)(=O)N(CC(=O)N(Cc2ccccc2)Cc2ccccc2)c2ccc(C)cc2)cc1OC	19	-2	-3
COC(=O)Cn1c(=O)c2c(nc3n2CCCN3Cc2ccccc2)n(C)c1=O	16	-13	·
NC(=O)COc1c(Cl)cc(Cl)cc1Br	0	8	·
Cc1ccc(COc2ccc(CNc3nnnn3C)cc2)cc1	0	-3	·
O=C(CN1CCN(c2cc(Oc3ccc(F)cc3)ncn2)CC1)N1CCCC1	-4	3	1
c1cc(-c2ccc(NC3CC3)nn2)c2cc[nH]c2c1	20	-4	-10
Cc1ccccc1CC(C1CCN(C(=O)/C=C/c2ccccc2)CC1)N(C)C(=O)C1CCC1 (stereo not drawn)	29	-7	-13
Cc1ccc(-c2nn(-c3cc(N4CCN(C)CC4)ccc3[N+](=O)[O-])c(=O)c3ccccc23)cc1C	-3	-4	-3
O=C(OCc1ccccc1)c1ccccc1	-7	-6	·
